Compound activity: PubChem BioAssay, National Center for Advancing Translational Sciences (NCATS)
TDP1 inh = blocks human tyrosyl-DNA phosphodiesterase 1 | Potency, µM (top dose mostly 130 µM), without a hit: at the top dose activity change, negative = inhibition, actives largely listed as inhibitors | 0.28% of 350,000 active | recombinant TDP1, AlphaScreen DNA substrate cleavage | AID 485290; also: nearly all actives have a fitted effect of over 40% in size
Target sequence (Q9NUW8 whole entry, looked up): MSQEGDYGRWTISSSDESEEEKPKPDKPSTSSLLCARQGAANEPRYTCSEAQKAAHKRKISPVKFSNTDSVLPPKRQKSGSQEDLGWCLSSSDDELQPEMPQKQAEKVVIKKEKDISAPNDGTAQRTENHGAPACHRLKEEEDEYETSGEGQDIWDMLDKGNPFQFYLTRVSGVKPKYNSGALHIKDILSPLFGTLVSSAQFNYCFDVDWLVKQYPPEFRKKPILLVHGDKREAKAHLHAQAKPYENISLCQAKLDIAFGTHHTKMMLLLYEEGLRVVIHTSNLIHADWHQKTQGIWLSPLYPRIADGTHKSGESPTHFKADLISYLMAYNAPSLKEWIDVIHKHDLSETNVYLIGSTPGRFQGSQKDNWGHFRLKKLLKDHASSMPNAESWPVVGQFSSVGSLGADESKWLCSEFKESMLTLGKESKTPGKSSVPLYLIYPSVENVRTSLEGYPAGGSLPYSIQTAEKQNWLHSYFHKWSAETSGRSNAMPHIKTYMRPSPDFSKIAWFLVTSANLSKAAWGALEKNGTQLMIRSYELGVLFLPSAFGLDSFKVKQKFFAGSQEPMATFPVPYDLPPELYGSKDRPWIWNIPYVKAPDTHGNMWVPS
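Enzyme-compound mixtures sat 15 min at room temperature, followed by a 5 min reaction with 15 nM final substrate and 10 min with AlphaScreen beads. Recombinant human Tdp1 was used at 1 nM final.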
KAT2A inh = blocks human GCN5L2 histone acetyltransferase | Q92830 | GCN5L2 HAT assay, ThioGlo1 CoA-SH fluorescence | Potency, µM (top dose mostly 58.9 µM), without a hit: at the top dose activity change, negative = inhibition, most hits filed as inhibitors | 0.21% of 390,000 active | AID 504327
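ThioGlo1-coupled HAT assay: 20nM GCN5L2, 70uM acetyl-CoA, 75uM H3(1-25) peptide, pH 7.5. Fluorescence read at 340/540nm at start and after 20 min at room temperature.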
TDP1 cell noCPT = qHTS for Inhibitors of human tyrosyl-DNA phosphodiesterase 1 (TDP1): qHTS in cells in absence of CPT | 15% of 420,000 active | Potency, µM (series often up to 46.2 µM), for the others: at the top dose activity change, negative = growth inhibition, usual class: inhibitors | AID 686978, 2013 | DT40 Tdp1-/- hTDP1 cells, no CPT, ATP luminescence, 48 h; also: nearly all actives have a fitted effect of over 55% in size
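Seeded 400 DT40-hTDP1 cells/well (vehicle DMSO, no 20 nM CPT); pinned compounds; ≥48 hr at 37 °C; CellTiter-Glo luminescence as viability measure.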
An asterisk follows results filed as active; ? = inconclusive; . = not tested or not shown; & = joins results of further samples; ! = a repeat was not active; [ ] = remark or other dose. Calls follow the shape of the dose curve; as a rule, active = well fitted curve in the direction sought with a large enough effect; inconclusive = small, poorly fitted or top-dose-only effect, or another doubt; inactive = no such curve, though single readings can be large; an effect the other way counts as inactive or inconclusive. % is scaled to controls: 0 for no effect and ±100 for the full control effect; potency is read from the fitted curve at half-maximal effect.

SMILES	TDP1 inh	KAT2A inh	TDP1 cell noCPT
Cc1cnc(CNc2ncnc3ccc(-c4ccc5c(c4)OCO5)cc23)cn1	.	-20%	?
CC(C)(C)C1CCC2(CC1)NC(=S)N(c1ccccc1)N2 (stereo unspecified)	10%	-11%	?
COc1cccc(NC(=S)N(CCc2ccc(OC)c(OC)c2)Cc2ccccn2)c1	2%	-8%	-30%
CCc1ccc(OC(=O)c2cccnc2)cc1	.	?	-9%
Cn1cc(S(=O)(=O)N2CCN(c3cccc(C(F)(F)F)c3)CC2)c(=O)n(C)c1=O	2%	-6%	?
Cc1cnc(C)c(N2CCN(Cc3nc(-c4cccc(F)c4F)oc3C)CC2)n1	3%	?	?
CCCCCCCN1CCC(=O)N([C@H](CO)CC(C)C)CC1	.	3%	23µM*
CCCC(C(=O)NC1CCCC1)N(CC1CCCO1)C(=O)CNS(=O)(=O)c1ccc(F)cc1 (stereo unspecified)	.	-4%	-21%
COc1ccc(OCC(=O)O/N=C(\N)Cc2ccc(Cl)cc2)cc1	.	-7%	-5%
Cc1cc(Cl)ccc1Oc1ncnc2onc(C)c12	3%	-2%	6%
O=C1OC(Nc2nccs2)c2ccccc21 (stereo unspecified)	5%	-2%	-19%
NC(=O)c1ccsc1NC(=O)CSc1n[nH]c(N)n1	-1%	-3%	3%
Cc1cc(C)cc(N2C(=O)C3NN=C(C(=O)OCc4ccccc4)C3C2=O)c1 (stereo unspecified)	6%	-4%	1%
Cc1cc(C)n(CC(=O)NC2CCCCC2C)c(=O)c1C#N (stereo unspecified)	0%	3%	2%
Cc1ccc(CSc2ncn(-c3ccccc3)n2)cc1	-6%	-3%	-20%
Cc1nonc1CN(C)C(=O)CC1C(=O)NCCN1Cc1ccccc1C(F)(F)F (stereo unspecified)	4%	11%	4%
Clc1nc(NCc2cccnc2)nc(N2CCOCC2)n1	2%	0%	-6%
COC(=O)c1ccc(Cn2c(SCc3ccccc3F)nc3ccncc32)cc1	2%	-9%	?
COC(=O)CN(CCc1ccccc1)S(=O)(=O)c1ccc(OC)c(OC)c1	-2%	1%	-1%
CCCn1nc([N+](=O)[O-])c(C(C#N)c2nc3ccccc3o2)c(Cl)c1=O (stereo unspecified)	3%	-15%	-25%
CCNC(=O)C1CCCN1S(=O)(=O)c1ccc(C)cc1 (stereo unspecified)	0%	2%	-6%
CCC(C)(C)n1nnnc1CN1CCC(NC(=O)c2ccc(Br)cc2)CC1	2%	4%	21µM*
O=C(CCN1C(=O)/C(=C/c2ccccc2)SC1=S)NNC(=O)c1cccnc1	0%	-2%	?
Cc1sc(NC(=O)c2ccco2)c(C(c2cccnc2)N2CCCC2)c1C (stereo unspecified)	7%	-5%	2.3µM*
CCOc1ccc(-n2c(=O)c3sc4ccccc4c3n(Cc3ccc(F)cc3)c2=O)cc1	6%	5%	?
COc1ccc(OC)c2[nH]c(=O)c(CCNC(=O)c3ccc(S(=O)(=O)N4CCCCC4)cc3)cc12	7%	-7%	?
CCC1(O)CC2CN(CCc3c([nH]c4ccccc34)[C@@](C(=O)OC)(c3cc4c(cc3OC)N(C=O)C3[C@]45CCN4CC=C[C@@](CC)([C@@H](OC(C)=O)[C@]3(O)C(=O)OC)[C@H]45)C2)C1 (stereo partly specified)	12%[56.1 µM]	-26%	.
CCCN(CCC)C(=O)CSc1nc2ccccc2c(=O)n1Cc1ccco1	3%	-4%	21µM*
COc1ccc(CNCc2c(O)c(Cl)cc3c(C)c(C)c(=O)oc23)c(OC)c1	.	?	-2%
C=Cc1ccc(CSc2nc(-c3ccc(C)cc3)nc3c2Cc2c(CO)cnc(C)c2O3)cc1	0%	1%	16µM*

Molecules listed so far containing an aryl methoxy group:
SMILES	TDP1 inh	KAT2A inh	TDP1 cell noCPT
COc1cccc(NC(=S)N(CCc2ccc(OC)c(OC)c2)Cc2ccccn2)c1	2%	-8%	-30%
COc1ccc(OCC(=O)O/N=C(\N)Cc2ccc(Cl)cc2)cc1	.	-7%	-5%
COC(=O)CN(CCc1ccccc1)S(=O)(=O)c1ccc(OC)c(OC)c1	-2%	1%	-1%
COc1ccc(OC)c2[nH]c(=O)c(CCNC(=O)c3ccc(S(=O)(=O)N4CCCCC4)cc3)cc12	7%	-7%	?
CCC1(O)CC2CN(CCc3c([nH]c4ccccc34)[C@@](C(=O)OC)(c3cc4c(cc3OC)N(C=O)C3[C@]45CCN4CC=C[C@@](CC)([C@@H](OC(C)=O)[C@]3(O)C(=O)OC)[C@H]45)C2)C1 (stereo partly specified)	12%[56.1 µM]	-26%	.
COc1ccc(CNCc2c(O)c(Cl)cc3c(C)c(C)c(=O)oc23)c(OC)c1	.	?	-2%

Other structures
SMILES	TDP1 inh	KAT2A inh	TDP1 cell noCPT
OC(CNCC1COc2ccccc2O1)COCc1cccs1 (stereo unspecified)	5%	0%	?
CCOC(=O)CSc1nnc(CNC(=O)c2cccs2)n1CCc1ccccc1	6%	-11%	?
CCCCNC(=S)N/N=C/c1cc(C)ccc1C	1%	-10%	6.5µM*
CCOC(=O)CSc1nnc(NC(=O)c2cccc(S(=O)(=O)N3CCCCC3)c2)s1	5%	-6%	-2%
Cc1ccc(Sc2c([N+](=O)[O-])c(C)nn2C)cc1	-3%	-5%	-12%
COc1ccc(CNC(=O)c2cnc3sc(N4CCC(C)CC4)nn3c2=O)c(OC)c1	11%	6%	-1%
CCOc1cc(C(=O)NC)cc(Br)c1OC	3%	1%	-11%
C=CCNC(=O)CN(Cc1ccccc1)S(=O)(=O)c1ccccc1	1%	1%	-10%
CCCCN(C(=O)CC1CCCC1)c1c(N)n(CC(C)C)c(=O)[nH]c1=O	9%[0.505 µM]	0%	-4%
CC(=O)Nc1ccc(-c2nnc(SCC(=O)NCc3ccco3)n2C)cc1	-5%	-4%	6%&7%
Cc1ccc(/C=C(\C#N)C(=O)NC(C)C)o1	5%	-9%	7%
O=C(c1cc(F)c(F)cc1Cl)N1CCN(CCc2ccccc2)CC1	.	-20%	-19%
CC1CCCC(C)N1C(=O)COc1ccc(F)cc1 (stereo unspecified)	-4%	-8%	-1%
Cc1cc(C(=O)CSc2nc3ccccc3o2)c(C)n1CC1CCCO1 (stereo unspecified)	2%	-4%	18µM*
COc1ccccc1NC(NC(=O)c1cccnc1)C(Cl)(Cl)Cl (stereo unspecified)	7%	-6%	2%
CCOc1ccc(NC(=O)c2oc3ccccc3c2NC(=O)c2cc(C)cc(C)c2)cc1	1%	0%	?
Cc1ccc(C(=O)Nc2cccc3ncccc23)cc1[N+](=O)[O-]	3%	-4%	-9%
O=C(Nc1ccccc1F)n1ncc2cc(Cl)ccc21	.	7%	-5%
Cc1cc(C)cc(NC(=S)Nc2ccccn2)c1	8%	-2%	10µM*
CCN(c1ccccc1)S(=O)(=O)c1nnc(NC(=O)COc2cccc(C)c2)s1	3%	-9%	1%
O=C(NC1CCCC1)C(c1c(F)cccc1Cl)N(C(=O)c1csnn1)C1CC1 (stereo unspecified)	-2%	-2%	-4%
CCCCCCSc1ccc(-c2nc3ccc(Cl)cn3c2NC2CCCCC2)cc1	-5%	-4%	?
O=C(Nc1ccccc1)Nc1cccc(Cl)c1	-2%	-2%	11µM*
CCOc1ccc(N(CC(=O)Nc2ccc(OC)cc2OC)S(=O)(=O)c2c(C)[nH]c(=O)[nH]c2=O)cc1	5%	-6%	26%
COc1cc(NS(=O)(=O)c2ccc(NC(=S)Nc3ccccc3)cc2)nc(OC)n1	4%	?	11%
Cc1ccccc1N(C(=O)c1snc(C(N)=O)c1N)C(C(=O)NCC1CCCO1)c1ccc(N(C)C)cc1 (stereo unspecified)	.	-4%	?
CCn1c(SCC(=O)Nc2oc(-c3ccccc3)c(-c3ccccc3)c2C#N)nnc1-c1cc(OC)cc(OC)c1	8%	-8%	?
Cc1nn(C)c(C)c1NC(=O)CCCSc1nc(-c2ccco2)cc(C(F)(F)F)n1	5%	-2%	?
O=C(COc1ccccc1)NC(Cc1c[nH]c2ccccc12)C(=O)O (stereo unspecified)	-3%	-4%	-4%
CCOc1nc(-c2ccccc2)ccc1-c1noc(-c2cccs2)n1	3%	0%	-19%
O=C(COC(=O)CNC(=O)c1ccc(F)cc1)NC1CCCc2ccccc21 (stereo unspecified)	0%	-2%	-16%
COC(=O)c1c(C)oc2c1cc(NS(=O)(=O)c1cccs1)c1ccccc12	6%	-1%	-22%
COc1ccc(CCNC(=O)c2cc(S(=O)(=O)N3CCCC3)cn2C)cc1OC	.	13%	?
O/N=C1\CCCc2ccccc21	.	-1%	-21%
CC(C)CSc1nc2c(c(=O)[nH]c(=O)n2C)n1CCc1ccccc1	1%	3%	?
O=C(NCCCN1CCN(C2CCCCC2)CC1)Nc1ccccc1C(F)(F)F	0%	-1%	3%
CCN1CCN(Cc2ccc(NC(=O)c3ccc(C)c(NC(=O)c4nccnc4N)c3)cc2C(F)(F)F)CC1	1%	0%	21µM*
OCCOCCN1CCN(C2=Nc3ccccc3Sc3ccccc32)CC1	3%&5%&3%	?	19µM*!
O=C(COC(=O)c1ccc(NS(=O)(=O)c2cccs2)cc1O)Nc1ccc(F)cc1	.	-8%	-12%
O=C(O)c1ccc2c(c1)ncn2C1CCCCC1	0%	-3%	0%
O=C(COC(=O)c1cccc2ccccc12)Nc1ncc(C(F)(F)F)cc1Cl	-4%	-4%[0.501 µM]	-8%
CC[N+](CC)(CC)CCCCOc1ccc2c(c1)C(=O)c1cc(OCCCC[N+](CC)(CC)CC)ccc1-2	.	?	?
COc1ccc(C2C3=C(OC(C)=O)c4ccccc4C3=Nc3c2c(=O)n(C)c(=O)n3C)cc1 (stereo unspecified)	8%&-6%	-4%&2%	?
COc1ccc(NC(=O)CCC(=O)Nc2nnc(C3CCCCC3)s2)cc1	0%	1%	-8%
COc1cc(CN2CCCCCC2)c([N+](=O)[O-])cc1OC	.	-5%	6%
C/C(=N\NC(=O)COc1ccc(C(C)(C)C)cc1)c1ccc2c(c1)OCCO2	0%	-3%	26µM*
Cc1cccc(-c2nc(SCc3cc(=O)c4c(C)cc(C)cc4[nH]3)n[nH]2)c1	-8%	-3%	?
COc1ccc(N2CCN(C(c3cccs3)C(C)NS(=O)(=O)c3ccccc3)CC2)cc1 (stereo unspecified)	6%	-15%	13µM*
CN(CC1CCCN(CCc2ccc(Cl)cc2)C1)C(=O)c1ccoc1 (stereo unspecified)	6%	3%	-18%
COc1ccc(CNC(=O)c2ccc3c(c2)N=C(C)c2c(C)ccc(C)c2S3)cc1	6%	-6%	.
O=C(CCc1c[nH]c2ccccc12)N=Nc1c(O)[nH]c2ccccc12	3%	3%	-22%
COC(=O)c1nn(-c2ccccc2)c(Cl)c1/C=N/OCc1ccc(Cl)cc1Cl	2%	5%	29µM*
O=C1c2ccccc2C(Nc2ccc(Cl)cn2)N1c1cccnc1 (stereo unspecified)	3%	-5%	-26%
Cc1ccc(NC(=S)Nc2ccc3nc(-c4ccccn4)c(-c4ccccn4)nc3c2)cc1C	6%	-16%	?
COc1ccc(CCNC(=O)C2CCN(S(=O)(=O)c3cccc4cccnc34)CC2)cc1OC	-12%	-11%	?
COC(=O)c1c(C(=O)c2ccc(Br)cc2)n(C)c2ccccc12	-1%	-8%	?
O=C(CCCC(=O)NC1CCCC1)NC1CCCC1	4%	2%	0%
Cn1c(CNS(=O)(=O)c2ccc(Cl)cc2)cc(=O)n(C)c1=O	0%	-1%	41%[activator]
O=C(O)c1cc(Br)ccc1NS(=O)(=O)c1cccc2nsnc12	.	-5%	-1%
CN(C)c1ccc(CNC(=O)c2ccc3nc(Cc4ccccc4)oc3c2)cc1	10%	19%	21µM*

Next results:
SMILES	TDP1 inh	KAT2A inh	TDP1 cell noCPT
O=C(O)CCC(=O)c1ccc2c(c1)OCCO2	-1%	-6%	-2%
CS/C(=N\S(=O)(=O)c1cccs1)Nc1cccc(Cl)c1C	2%	3%	?
COc1cc(NC(=S)N2CCN(c3ccccn3)CC2)cc(OC)c1OC	3%	-16%	-23%
COc1ccc(Cn2c(CO)cnc2SCC(=O)Nc2cc(C)on2)cc1	2%	1%	20%
COc1ccc(OCC(O)CNC(C)c2ccccc2)cc1 (stereo unspecified)	.	-3%	?
CCOC(=O)c1cc2c(=O)n3cccc(C)c3nc2n(Cc2ccco2)c1=NC(=O)c1ccccc1	-2%	1%	?

An excerpt. The share of hits here may be higher or lower than overall.
